PKA-R2B act – activates the human PKA-R2B holoenzyme complex. activation, % at 11.4 µM. hit rate 0.079% among 340,000. P22694+P31323. PKA-R2B holoenzyme dissociation, Cy5-IP20 fluorescence polarization; R2B truncated from residue 108, S112A mutant; 0% DMSO only, 100% 113 µM cGMP;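 active means activation above a cutoff set at the mean over all compounds plus 3 SD, cut at about 18% in these data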;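 further: higher means more holoenzyme dissociation and a rise in polarization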
Target sequence (P31323 whole entry, looked up, other chains not shown, the tested form may be a part): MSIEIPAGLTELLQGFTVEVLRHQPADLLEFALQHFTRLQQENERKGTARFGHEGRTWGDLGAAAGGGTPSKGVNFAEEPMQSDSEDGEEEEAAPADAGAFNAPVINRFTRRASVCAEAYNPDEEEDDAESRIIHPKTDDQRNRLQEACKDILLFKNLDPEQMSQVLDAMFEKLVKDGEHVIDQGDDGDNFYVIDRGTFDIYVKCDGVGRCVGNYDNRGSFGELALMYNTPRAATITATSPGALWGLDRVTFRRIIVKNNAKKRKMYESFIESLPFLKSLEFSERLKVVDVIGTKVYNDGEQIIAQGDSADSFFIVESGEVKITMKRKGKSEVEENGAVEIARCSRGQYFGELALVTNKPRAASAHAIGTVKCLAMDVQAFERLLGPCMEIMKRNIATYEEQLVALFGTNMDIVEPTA
MOR-DOR inv ag – mu-delta opioid heterodimer inverse agonism; inhibition, % at 9.3 µM; hit rate 0.21% among 340,000; AID 504357; cell-based MOR-DOR heterodimer luminescence; in the data active means inhibition above about 22%, passing the limit was not always enough;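 further: 0% = cells with DMSO and 100% = wells without cells with DMSO; values of inactives mirror those of a sister screen read the other way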
Tat export inh – E. coli Tat transport inhibition | hit rate 0.036% among 340,000 | inhibition, % at 10 µM | AID 488895 | E. coli MC4100 TorA-mCherry Tat export, fluorescence;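 active means mean replicate inhibition at least 50% and at least half of replicates individually reaching 50%; inconclusive means only one of the two criteria met; inactive means neither criterion met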;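 further: exported cargo escapes ClpAP degradation while cytoplasmic cargo is degraded and loses fluorescence; 0% = median of neutral control wells and 100% = median of NaSCN control wells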
AddAB inh – less growth of phage-infected E. coli with AddAB; AID 435030; E. coli expressing H. pylori AddAB, absorbance growth; inhibition, % at 11.9 µM; hit rate 0.29% among 330,000; in the data active means inhibition above about 12%;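 further: 0% = vehicle wells of infected cells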
Ecoli viability – bacterial growth inhibition, counter-screen for AddAB inhibitors | E. coli V3065 growth, OD600 absorbance, 18 h | inhibition, % at 11.9 µM | hit rate 0.27% among 330,000;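 active means inhibition above the campaign's mean inhibition across all tested compounds plus 3 SD, cut at about 9.9% in these data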;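 further: uninfected addAB+ strain grown without phage in ampicillin broth; 0% = DMSO wells and 100% = ciprofloxacin 0.95 µg/ml wells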
OPRM1-OPRD1 ag – agonists of human mu-delta opioid receptor heterodimerization. AID 504326. activation, % at 9.3 µM. hit rate 0.3% among 340,000. cells, OPRM1-OPRD1 heterodimerization, luminescence; in the data active means activation above about 18%;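 further: 0% = vehicle-treated cells and 100% = reference agonist; values of inactives mirror those of a sister screen read the other way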
Mot1-301 SUMO – blocks SUMOylation pathway, rescuing yeast Mot1-301 growth. growth rescue, % at 18.8 µM. hit rate 1% among 320,000. S. cerevisiae Mot1-301 growth rescue, ATP luminescence, 38.5C; percent above DMSO median, 100 means doubled. AID 2716;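 active means every valid replicate shows activation above 250% relative to neutral control wells; inactive means the rest, any valid replicate at or below 250%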;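 further: OY570 slx delta 5 strain wells were the positive control but not used for scaling; some compounds called inactive have numbers as strong as hits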
HTR5A inv ctr – HTR5A inverse agonism, opioid heterodimer counter-screen | P47898 | HTR5A cell line, luminescence | hit rate 0.083% among 340,000 | inhibition, % at 9.3 µM; in the data active means inhibition mostly above about 23%, no sharp cut-off; inactive means mostly below about 18%;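 further: 0% = cells with DMSO and 100% = no-cell wells with DMSO; some compounds called inactive have numbers as strong as hits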
Target sequence (P47898 whole entry, looked up): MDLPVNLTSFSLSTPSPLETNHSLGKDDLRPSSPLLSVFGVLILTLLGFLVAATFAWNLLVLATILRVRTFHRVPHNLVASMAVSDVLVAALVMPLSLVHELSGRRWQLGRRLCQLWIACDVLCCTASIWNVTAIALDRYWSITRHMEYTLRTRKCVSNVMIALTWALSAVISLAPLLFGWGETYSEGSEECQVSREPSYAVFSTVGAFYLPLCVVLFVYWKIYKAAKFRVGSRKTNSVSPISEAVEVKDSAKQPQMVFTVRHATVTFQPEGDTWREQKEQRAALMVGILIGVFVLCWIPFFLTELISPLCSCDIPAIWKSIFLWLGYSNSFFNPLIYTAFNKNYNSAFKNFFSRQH
PfHsp90 set2 – growth inhibition of yeast expressing Plasmodium Hsp90 | S. cerevisiae expressing PfHsp90, BacTiter-Glo ATP, 48 h; yeast lacking PDR1 and PDR3 efflux regulators | inhibition, % at 9.4 µM | hit rate 0.32% among 310,000;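 active means every replicate shows inhibition above about 80%, whatever the replicate mean, limit read from the data; inconclusive means mean inhibition reaches the set limit but some replicate falls short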;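 further: 0% = DMSO neutral controls and 100% = 20 µM radicicol positive controls; yeast relying on Plasmodium falciparum Hsp90 in place of its own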
PKA-R1A act – activates the PKA-R1A holoenzyme complex; AID 504707; P00514+P68181; PKA-R1A dissociation, Cy5-IP20 fluorescence polarization; scaled: DMSO 0%, 113 µM cGMP 100%; activation, % at 11.4 µM; hit rate 0.083% among 340,000;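 active means percent activation above the mean of all tested compounds plus 3 SD, cut at about 19% in these data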;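 further: higher means more PKAc released from R1A so a rise in polarization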
phage Ecoli inh – E. coli growth loss with phage present; inhibition, % at 11.9 µM; growth absorbance; hit rate 0.26% among 360,000; in the data active means inhibition above about 11%
* = called active by the depositor; u = inconclusive; x = no result given.

SMILES	PKA-R2B act	MOR-DOR inv ag	Tat export inh	AddAB inh	Ecoli viability	OPRM1-OPRD1 ag	Mot1-301 SUMO	HTR5A inv ctr	PfHsp90 set2	PKA-R1A act	phage Ecoli inh
C(=N\Nc1ccccn1)/c1ccc(N2CCOCC2)cc1	-2	-7	u	2.9	2.1	1.4	9	-43	x	-3	1.1
CCCC(=O)Nc1ccc(C(=O)N/N=C2\CC(=O)CC(C)(C)C2)cc1	-6	14	-4	1.4	-2.1	-2.5	17	5	x	-1	1.2
O=C(Cn1c(=O)n(Cc2ccc3c(c2)OCO3)c(=O)c2ccccc21)N1CCCc2ccccc21	-7	2	-4	1.1	-1.8	-0.4	178	-18	-43	-10	2.6
O=C(c1cc([N+](=O)[O-])ccc1Cl)N1CCN(c2ccccc2)CC1	3	16	-2	0.9	-0.3	-3.1	-5	-2	3	4	3.3
CN1/C(=C\C(=O)c2cccs2)Sc2ccccc21	-6	10	-1	2.4	-3.2	-1.9	-22	21	34	-4	2.5
Cn1cnc2c1c(=O)n(CC(O)CO)c(=O)n2C (stereo unspecified)	5	21	-3	2.5	-1.1	-3.4	-21	9	4	1	3.4
COc1cc(/C=N/NC(=O)CCc2c(C)n[nH]c2C)ccc1O	-5	-4	9	1.7	-0.1	0.8	-13	-8	x	-10	3.2
O=C1COc2ccc(-c3csc(NCCc4ccccc4)n3)cc2N1	-6	-4	-4	-1.1	0.8	0.8	12	6	-5	-3	2.7
COc1cccc(/C=C2\Oc3cc(OC(=O)N4CCOCC4)ccc3C2=O)c1	-4	8	1	-1.0	-1.6	-1.7	266	19	-9	5	0.8
Cc1c(C(=O)Nc2ccc(F)cc2)oc2ccc(S(=O)(=O)N3CCCC3)cc12	-11	9	-4	-1.9	-1.5	-1.6	12	-11	12	4	2.8
CC(c1ccon1)N(C)C(=O)c1ccc2nc(Cc3cccc(Cl)c3)oc2c1 (stereo unspecified)	-3	1	2	-0.5	-0.8	-0.2	44	-39	-6	9	-2.5
CCn1c(=N)n(CC(=O)C(C)(C)C)c2ccccc21	-6	2	6	0.8	-0.4	-0.3	36	0	-5	-1	5.4
O=C(CSc1nc2ccccc2c(=O)n1CCCN1CCOCC1)Nc1ccccc1OC(F)F	-1	-10	3	-0.3	-1.4	1.9	-9	12	35	-2	2.6
CN1CCCC(OC(=O)c2ccc(Cl)cc2)C1 (stereo unspecified)	-9	12	3	2.3	-0.3	-2.4	0	2	5	4	0.5
CC(C)(C)NC(=O)N1CCCN(c2ccc(C(F)(F)F)cn2)CC1	9	0	3	1.5	-1.9	-0.1	-21	-9	-7	-3	0.0
COc1ccc([C@H]2CC(=O)C=C(c3cccc(CO)c3)C2)cc1OC	4	5	-6	0.3	-2.3	-0.9	-4	6	7	-3	2.2
Cc1cccnc1NC(=O)c1cccc(NC(=O)CC2SC(N3CCCCC3)=NC2=O)c1 (stereo unspecified)	2	21	-4	5.2	3.5	-5.2	29	-31	-8	-4	0.9
Cc1ccc2cc(C(c3nnnn3Cc3ccccc3)N3CCc4ccccc43)c(=O)[nH]c2c1C (stereo unspecified)	11	-19	-6	0.5	-0.5	3.6	37	9	1	-5	-0.9
N#CCCn1cc(CNCc2ccccc2)c(-c2cccc([N+](=O)[O-])c2)n1	-2	15	7	-0.2	1.5	-2.7	-1	-1	19	-1	6.0
Cc1ccc(C(=O)Nc2c(C)cc(C)c3cccnc23)cc1	-5	2	16	-0.5	-1.1	-0.5	0	-7	-34	7	3.1
COC(=O)c1oc2c(c1C)C1(CCC2)SCCS1	-1	-30	4	1.9	-1.7	7.3	12	-7	-27	0	3.1
COc1ccccc1NC(=O)c1ccc(CS(=O)(=O)c2ccc(C)cc2)cc1	-5	-6	-4	3.2	1.4	1.0	5	12	4	-6	1.4
N#CCCn1cc(/C=N/O)c(-c2ccc(Cl)cc2)n1	-7	20	-3	2.5	1.0	-3.7	-19	24	-5	-11	2.5
CN1CCCN(C(=O)c2ccc(Cl)cc2)CC1	1	14	-3	1.8	-2.1	-3.1	-6	-7	-8	-5	1.4
CC(=O)c1ccc(N(C(=O)c2csnn2)C(C(=O)NC2CCCC2)c2ccccc2)cc1 (stereo unspecified)	-5	20	10	2.9	2.0	-3.9	159	2	6	10	-0.6
CSCC[C@H](NS(=O)(=O)c1ccc(C)cc1)C(=O)N1CCC(C(=O)N[C@@H](C)C(=O)O)CC1	4	6	-2	4.2	1.2	-1.1	-8	-22	2	7	3.1
Cc1ccc(NCc2nnc(SCC(N)=O)o2)c(C)c1	-4	2	7	-1.4	-0.6	-0.4	32	-15	x	-9	3.5
CC(=O)NN1C(=O)/C(=C2/Sc3ccc(Cl)cc3N2C)SC1=S	5	-54	-6	-1.7	-2.0	12	-8	-8	4	-8	0.7
COc1ccc(Cl)cc1N(CC(=O)N1CCCCC1)S(C)(=O)=O	1	20	0	4.6	0.8	-3.9	316	9	-13	-4	3.2
COc1cccc(C2/C(=C(/O)c3ccc4c(c3)CC(C)O4)C(=O)C(=O)N2CC2CCCO2)c1 (stereo unspecified)	-4	7	0	x	x	-2.0	-3	-1	6	0	x
Cc1ccc(-c2cc(-c3nnc(SCC(=O)N(C)CCC#N)n3N)c3ccccc3n2)cc1	0	11	5	0.4	0.9	-1.8	-3	-4	-107	-5	0.3
CCN(CC)c1ccc(/C=C(/C#N)c2nc3ccccc3[nH]2)c(OC(C)C)c1	-10	21	2	-2.8	-3.0	-4.6	-11	2	-4	-11	1.1
O=C(c1nc2ccccc2s1)N1CCN(c2ccccn2)CC1	-1	5	10	2.8	0.3	-0.8	276	-46	-9	-2	3.3
O=C(COC(=O)C1(c2cccc(F)c2)CCCC1)NCc1ccc2c(c1)OCO2	0	-15	17	0.8	0.9	2.8	4	-17	-34	-3	1.3
COc1ccc(N2CCN(C(=O)c3cc(-c4cccs4)nc4ccccc34)CC2)cc1	-7	4	-2	-0.1	2.4	-0.9	42	-21	-12	-3	4.7
O=C(Oc1ccc(OC(=O)N2CCCCC2)cc1)c1ccccc1	10	-14	-2	2.0	0.1	2.3	13	14	5	-6	-1.4
CC(Cc1cccs1)NC(=O)c1cccc(Cl)c1 (stereo unspecified)	-3	-1	-2	-0.5	0.3	0.1	-6	-7	-27	6	1.1
COCCNC(=O)C(c1ccc(C)o1)N(Cc1ccc(F)cc1)C(=O)Cn1nnc2ccccc21 (stereo unspecified)	-3	-2	5	1.1	0.7	0.3	-2	1	-17	-4	-0.7
C[n+]1ccc(C(=O)N/N=C/c2ccco2)cc1	-34	14	1	1.7	2.2	-3.1	2	21	-1	-8	3.1
CC(C)CC(=O)NNC(=S)Nc1ccc(S(N)(=O)=O)cc1	9	14	-14	1.7	-0.7	-2.6	-10	13	-19	-3	2.6
COc1ccc([C@H]2[C@H](C(=O)C(C)(C)C)N3N=Cc4ccccc4C3[C@]23N=C(c2ccccc2)OC3=O)cc1OC (stereo partly specified)	-10	-6	-5	4.5	-2.6	1.2	-11	-7	29	2	x
CCc1cc2c(SCC(=O)N(C)C3CCS(=O)(=O)C3)ncnc2s1 (stereo unspecified)	1	4	-1	3.1	1.6	-0.7	-5	-20	5	-7	2.6
O=C(NC(=S)Nc1ncccn1)c1ccccc1Cl	-8	4	-1	-0.3	-2.3	-0.8	-1	2	-4	-6	4.0
CCN(CC)c1ccc(NC(=O)COc2ccccc2C#N)cc1S(=O)(=O)Nc1ccccc1OC	-3	-4	-7	0.2	-2.5	0.7	133	6	0	-10	4.0
CC(=O)Nc1ccc(NC(=O)CNS(=O)(=O)c2ccc(C)cc2)cc1	-4	-21	-1	0.6	-1.6	3.3	-9	-26	-9	-10	2.1
O=C(CC1C(=O)NCCN1Cc1ccc(F)cc1)NC1CCCCCCC1 (stereo unspecified)	7	7	5	1.9	-1.1	-1.3	-11	13	15	-5	-2.6
COc1ccccc1/C=C/CN1CCCC(CCC(=O)NCc2ccc(F)c(F)c2)C1 (stereo unspecified)	2	-3	-1	2.4	-1.8	0.6	-4	-10	39	5	5.0
COc1cc(OC)cc(C(=O)NCC(=O)N2CC=C(c3ccccc3)CC2)c1	-13	12	-5	x	x	-2.3	x	-5	-26	3	1.0
CCOC(=O)C1(Cc2cccc(Cl)c2)CCCN(C(=O)C2CC2)C1 (stereo unspecified)	13	24	-4	0.7	-0.4	-5.0	-17	-11	3	-2	1.8
COc1ccc(OCCCC(=O)Nc2cccc(SC)c2)cc1	6	-5	-2	3.2	0.1	0.9	32	8	-2	-12	1.8
COCc1cc(S(=O)c2ccc(Cl)cc2)nc(C)n1 (stereo unspecified)	7	2	-8	x	x	-0.4	x	2	20	-7	4.5
CCCC(=O)Nc1ccccc1N1CCN(C(=O)C(C)C)CC1	-2	3	2	0.2	-0.6	-0.6	201	6	x	-17	2.2
C=CCNC(=O)COc1ccc(S(=O)(=O)N2CCCC2)cc1	-4	16	-5	4.2	0.3	-3.2	1	-3	7	-7	4.4
CCOC(=O)N1CCN(Cc2ccccc2F)CC1	-8	5	8	1.1	1.0	-0.9	1	-5	9	15	1.4
Cc1ccccc1-n1nc(C)c2c(C(=O)NN)cc(-c3ccncc3)nc21	-2	12	1	4.9	2.0	-2.4	307	1	24	5	0.8
O=C1c2ccc(Oc3cccc([N+](=O)[O-])c3)cc2C(=O)N1c1ccccn1	2	3	-3	3.8	-0.4	-0.4	-5	-8	-30	-3	0.9
Nn1c(Cc2cccc3ccccc23)nnc1SCc1c(Cl)cccc1Cl	-10	9	-3	4.7	-1.6	-1.7	5	7	-3	-17	2.1
CCOC(=O)C1(CC2CCCCO2)CCN(C(=O)Nc2ccc(C(=O)OC)cc2)CC1 (stereo unspecified)	8	8	-7	2.2	0.9	-1.6	-11	-27	-4	-5	2.0
CC(=O)Nc1ccc(S(=O)(=O)O)c(OC(C)=O)c1	2	10	-2	x	x	-2.1	x	1	34	0	0.7
CN(C)CCCN(C(=O)c1cc2cc([N+](=O)[O-])ccc2s1)c1nc2cc3c(cc2s1)OCCO3	-3	-68	0	4.7	1.4	12	-29	-12	22	-6	2.1
Cc1cc(C)c(S(=O)(=O)N2CCC(C(N)=O)CC2)cc1C	2	10	-5	1.9	-3.2	-1.7	-12	-5	2	5	2.1
Cc1cccc(NS(=O)(=O)c2ccc3oc(=O)ccc3c2)c1C	-3	4	-9	2.7	-1.0	-0.8	-4	-6	-15	-3	2.2

Compound profiles, as listed above. Order of values: PKA-R2B act, MOR-DOR inv ag, Tat export inh, AddAB inh, Ecoli viability, OPRM1-OPRD1 ag, Mot1-301 SUMO, HTR5A inv ctr, PfHsp90 set2, PKA-R1A act, phage Ecoli inh
Entry for COCc1cc(S(=O)c2ccc(Cl)cc2)nc(C)n1 (stereo unspecified) = 7, 2, -8, x, x, -0.4, x, 2, 20, -7, 4.5
Entry for COc1ccccc1/C=C/CN1CCCC(CCC(=O)NCc2ccc(F)c(F)c2)C1 (stereo unspecified) = 2, -3, -1, 2.4, -1.8, 0.6, -4, -10, 39, 5, 5.0

Screens as filed in PubChem.

Not a hit list, and some 2.2% of all compounds hit somewhere here.
